Bioassay records from PubChem.
G6PDH counter: counter-screen for G6PDH assay hits: L. mesenteroides G6PDH inhibition; Purified L. mesenteroides G6PDH, diaphorase/resazurin coupled fluorescence, 45 min; inhibition, % at 5 µM; 200,000 compounds, 0.12% hits; AID 1020; in the data active = inhibition above about 50%
PMI act satM6P: PMI (human) activation, high substrate | coupled PMI enzyme assay, resazurin fluorescence, 20 min; active compounds read high; 1 = untreated enzyme, 0 = substrate-free blank | 190,000 compounds, 0.34% hits | activation factor at 20 µM | AID 1216 | P34949;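 active = activation factor of 2 or more at 20 µM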
Target sequence (P34949 whole entry, looked up): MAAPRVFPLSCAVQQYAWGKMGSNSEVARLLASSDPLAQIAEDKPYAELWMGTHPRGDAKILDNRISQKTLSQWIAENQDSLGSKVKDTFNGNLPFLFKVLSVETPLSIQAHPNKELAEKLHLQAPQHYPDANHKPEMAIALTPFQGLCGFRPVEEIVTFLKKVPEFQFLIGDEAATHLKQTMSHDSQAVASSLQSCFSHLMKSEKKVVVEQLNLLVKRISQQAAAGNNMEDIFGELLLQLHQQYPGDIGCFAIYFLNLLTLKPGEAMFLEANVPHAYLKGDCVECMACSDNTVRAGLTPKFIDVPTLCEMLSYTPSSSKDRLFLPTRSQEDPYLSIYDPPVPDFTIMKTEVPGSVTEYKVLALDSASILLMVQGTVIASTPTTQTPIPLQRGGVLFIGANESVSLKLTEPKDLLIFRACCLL
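Test system: Human PMI in coupled enzyme assay | Input: 15 ng/mL PMI | Medium: HEPES-buffered pH 7.4 with magnesium and detergent | Compound: One concentration, 20 µM, in 1% DMSO | Incubation: Enzyme reaction with compound 20 min at room temperature | Detection: Diaphorase-driven resazurin-to-resorufin fluorescence, excitation 544, emission 590 nm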
PPARg SRC-2 ag: promotes SRC-2 coactivator recruitment by human PPARgamma; P37231; PPARgamma LBD-SRC-2 recruitment, biochemical; activation, % at 8 µM; 200,000 compounds, 0.34% hits; in the data active = activation above about 22%;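 also: 0% = vehicle and 100% = reference agonist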
Diaphorase act: activates diaphorase or chemically reduces, flagging diaphorase assay artifacts. 190,000 compounds, 0.005% hits. activation factor at 20 µM. Diaphorase/resazurin coupled assay, resorufin fluorescence, 16 min; active compounds read high; 1 = vehicle wells, 0 = NADH-free wells;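 active = diaphorase activity raised at least twofold by the compound at 20 µM; inactive = activation factor below 2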
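Material: Clostridium kluyveri diaphorase, purified enzyme; Quantity: enzyme 0.07 U/mL final; Medium: HEPES pH 7.4 buffer with MgCl2 and Tween 20; Dosing: single compound dose of 20 µM, 1% DMSO final; Schedule: 16 min reaction at room temperature; Measured by: red resorufin fluorescence at 544/590 nm excitation/emission.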
PMI activator: phosphomannose isomerase (human) activation. P34949. purified human PMI, coupled resazurin fluorescence, 20 min; active compounds read high; 1 = vehicle control, 0 substrate-free wells. activation factor at 20 µM. 190,000 compounds, 0.005% hits. AID 1214;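 active = activation factor of 2 or more at 20 µM, relative to plate controls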
PPARg SRC-3 ag: promotes SRC-3 coactivator recruitment by human PPARgamma. P37231. biochemical PPARgamma/SRC-3 coactivator recruitment assay. activation, % at 8 µM. 200,000 compounds, 0.26% hits. AID 731; in the data active = activation above about 23%;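 also: 0% = DMSO and 100% = reference agonist; some compounds past the cut are filed as inactive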
S1P3 antagonist: blocks the human S1P3 receptor; inhibition, % at 4.98 µM; AID 485; Q99500; 170,000 compounds, 0.27% hits; CHO S1P3 NFAT-BLA reporter, FRET fluorescence, antagonist mode;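 active = inhibition above the plate cutoff, the mean inhibition of test wells on that plate plus 3 SD, cut at about 28% in these data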;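 also: cells challenged with S1P at its EC80 of 0.8 µM; blue over green emission ratio from cleaved BLA substrate after 4 h stimulation; 0% = S1P-stimulated wells and 100% = unstimulated DMSO-only wells; some compounds past the cut are filed as inactive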
Diaphorase inh: diaphorase inhibition or chemical oxidation counter-screen; diaphorase resazurin-to-resorufin fluorescence, NADH, 16 min; bacterial (C. kluyveri) enzyme, not human; inhibition, % at 20 µM; 190,000 compounds, 0.69% hits; AID 1217;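 active = primary screen inhibition at 20 µM above a set limit, cut at about 50% in these data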;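 also: plate controls were DMSO with full reaction for no effect and wells lacking NADH for full effect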
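Test system: bacterial diaphorase enzyme (C. kluyveri); Quantity: 0.14 U/mL diaphorase, enzyme working solution; Times: reaction incubation of 16 min at room temperature; Measured by: fluorescence of resorufin formed from resazurin, Ex 544/Em 590 nm; Benchmarks: positive control minus NADH, DMSO neutral control.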
PPARg SRC-1 ag: PPARgamma-driven SRC-1 recruitment agonism. activation, % at 8 µM. PPARgamma-SRC-1 coactivator recruitment biochemical assay. 200,000 compounds, 0.41% hits. AID 631. P37231; in the data active = activation above about 19%;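 also: 0% = DMSO and 100% = reference agonist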
ROMK primary: human ROMK K+ channel modulation, primary screen. P48048. Tet-inducible ROMK, thallium flux fluorescence; actives lie on both sides. B-score at 10 µM. 130,000 compounds, 2% hits. AID 1918;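 active = signal ratio slope over the read window, or its plate-corrected B-score, at least 3 SD from the plate mean, either direction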;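 also: B-score of the F/F0 ratio slope over 7 to 12 s after thallium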
Target sequence (P48048 whole entry, looked up): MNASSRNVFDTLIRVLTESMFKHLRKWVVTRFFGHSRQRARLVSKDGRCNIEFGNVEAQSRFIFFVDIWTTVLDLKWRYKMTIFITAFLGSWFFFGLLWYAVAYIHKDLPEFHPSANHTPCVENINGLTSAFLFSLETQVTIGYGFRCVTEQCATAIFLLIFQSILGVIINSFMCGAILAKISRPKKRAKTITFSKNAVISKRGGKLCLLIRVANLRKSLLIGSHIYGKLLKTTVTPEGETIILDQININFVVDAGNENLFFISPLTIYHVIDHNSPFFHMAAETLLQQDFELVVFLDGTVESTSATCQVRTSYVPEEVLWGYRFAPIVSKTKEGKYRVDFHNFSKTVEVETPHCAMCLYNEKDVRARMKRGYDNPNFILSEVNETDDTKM
TR-FRET SRC-2 ct: counter-screen for PPARgamma SRC-2 recruitment agonists: TR-FRET artefact. AID 1049. TR-FRET ratio at 8 µM. 200,000 compounds, 0.4% hits. active compounds read high; in the data active = TR-FRET ratio above about 2000; also: inactives centre near 1500
The depositor's hits bear a star; · = not tested or not shown.

Every second line gives: G6PDH counter, PMI act satM6P, PPARg SRC-2 ag, Diaphorase act, PMI activator, PPARg SRC-3 ag, S1P3 antagonist, Diaphorase inh, PPARg SRC-1 ag, ROMK primary, TR-FRET SRC-2 ct
- O=C(Nc1nnc(C2CC2)s1)c1cccc(S(=O)(=O)N2CCc3ccccc32)c1
  1, 1.1, 3, 1.1, 1, 3, -12, -7, 10, ·, 1633
- c1ccc2c(-c3cc(C4CCNCC4)[nH]n3)cccc2c1
  0, 1, 12, 1, 1, 6, -13, -1, 4, -4.4*, 1728
- C=CCSc1ccsc1C(=O)O
  9, 1, 0, 0.9, 1, 1, ·, 7, -4, ·, 1534
- Cc1cccc(NC(=O)Cc2coc3ccc4ccccc4c23)n1
  5, 1.2, -5, 1, 1.1, -2, ·, -3, 1, ·, 1485
- CC(=O)C1=C(C)NC(=O)NC1c1ccccc1 (stereo not given)
  0, 1.1, 3, 0.8, 0.9, 11, ·, 17, 5, ·, 1864
- CC(=O)Nc1nonc1NC(=O)COc1ccccc1
  -3, 1, -7, 0.9, 1, -6, -4, 8, -10, -1.1, 1566
- Cc1cccc(C(=O)NC(=S)NNC(=O)c2ccccc2Cl)c1
  -1, 1.2, 4, 0.8, 1, 5, -6, 20, 9, ·, 1745
- Cc1cc(NC(=O)CCC2CCCCC2)no1
  9, 1.1, -6, 1, 1.1, -7, ·, 3, 4, 0.41, 1449
- CCc1nnc(NS(=O)(=O)c2ccc(NC(=S)NC(=O)c3ccc(Br)cc3)cc2)s1
  20, 0.8, -2, 0.6, 0.7, 3, -2, 36, 0, 0.53, 1442
- Brc1ccc(CSc2nnc(-c3ccccn3)n2Cc2ccco2)cc1
  4, 1, 2, 0.8, 1, 5, ·, 25, 2, 0.027, 1494

Four entries from above, field by field:
Cc1cc(NC(=O)CCC2CCCCC2)no1
  G6PDH counter = 9
  PMI act satM6P = 1.1
  PPARg SRC-2 ag = -6
  Diaphorase act = 1
  PMI activator = 1.1
  PPARg SRC-3 ag = -7
  S1P3 antagonist = ·
  Diaphorase inh = 3
  PPARg SRC-1 ag = 4
  ROMK primary = 0.41
  TR-FRET SRC-2 ct = 1449
c1ccc2c(-c3cc(C4CCNCC4)[nH]n3)cccc2c1
  G6PDH counter = 0
  PMI act satM6P = 1
  PPARg SRC-2 ag = 12
  Diaphorase act = 1
  PMI activator = 1
  PPARg SRC-3 ag = 6
  S1P3 antagonist = -13
  Diaphorase inh = -1
  PPARg SRC-1 ag = 4
  ROMK primary = -4.4*
  TR-FRET SRC-2 ct = 1728
O=C(Nc1nnc(C2CC2)s1)c1cccc(S(=O)(=O)N2CCc3ccccc32)c1
  G6PDH counter = 1
  PMI act satM6P = 1.1
  PPARg SRC-2 ag = 3
  Diaphorase act = 1.1
  PMI activator = 1
  PPARg SRC-3 ag = 3
  S1P3 antagonist = -12
  Diaphorase inh = -7
  PPARg SRC-1 ag = 10
  ROMK primary = ·
  TR-FRET SRC-2 ct = 1633
Brc1ccc(CSc2nnc(-c3ccccn3)n2Cc2ccco2)cc1
  G6PDH counter = 4
  PMI act satM6P = 1
  PPARg SRC-2 ag = 2
  Diaphorase act = 0.8
  PMI activator = 1
  PPARg SRC-3 ag = 5
  S1P3 antagonist = ·
  Diaphorase inh = 25
  PPARg SRC-1 ag = 2
  ROMK primary = 0.027
  TR-FRET SRC-2 ct = 1494

Additional compounds follow.
Every second line gives: G6PDH counter, PMI act satM6P, PPARg SRC-2 ag, Diaphorase act, PMI activator, PPARg SRC-3 ag, S1P3 antagonist, Diaphorase inh, PPARg SRC-1 ag, ROMK primary, TR-FRET SRC-2 ct
- Cn1ncc(C#N)c1/N=C/N(Cc1ccccc1)Cc1ccccc1
  -4, 0.9, 3, 0.8, 0.9, 11, 2, 21, 7, ·, 1735
- Cc1cc(=O)n2nc(N3CCCC(C(=O)NCCC4=CCCCC4)C3)sc2n1 (stereo not given)
  0, 0.9, 2, 0.9, 0.9, -1, -34, 10, 1, 0.21, 1594
- Cc1c(C(=O)O)oc2c1ccc1ccccc12
  6, 1, -2, 1, 1.1, 1, -13, -2, 8, ·, 1521
- N#CCCn1cc(/C=C(\C#N)c2nc3ccccc3s2)c(-c2ccc(F)cc2)n1
  -60, 0.8, 2, 0.7, 0.8, 8, ·, 30, 1, ·, 1502
- O=C(Nc1ccc(Cl)c([N+](=O)[O-])c1)c1ccncc1
  8, 0.9, -7, 0.9, 0.9, 3, -2, 10, 4, 0.015, 1477
- COc1ccc(C(=O)NCc2ccc3[nH]c(C)cc3c2)cc1OC
  1, 1, 2, 1.1, 1, -1, -18, -5, 0, -0.57, 1464
- CC1CCc2sc(NC(=S)NC(=O)c3ccccc3)c(C#N)c2C1 (stereo not given)
  -2, 0.7, 4, 0.7, 0.9, -1, -8, 27, 9, 0.31, 1719
- Cc1ccc(S(=O)(=O)NNc2ccccc2)c(C)c1
  8, 2.7*, -2, 1, 1.7, -1, 3, 3, 1, ·, 1526
- CCOc1ccccc1C(=O)N/N=C/c1cccc2cccnc12
  14, 1.1, 15, 0.9, 1, -2, ·, 6, -1, ·, 1711
- O=C(CSc1n[nH]c(-c2ccccc2)n1)Nc1ccc(Br)cn1
  10, 1, -1, 0.9, 1, -13, ·, 11, -5, -0.73, 1595

(continued)
Every second line gives: G6PDH counter, PMI act satM6P, PPARg SRC-2 ag, Diaphorase act, PMI activator, PPARg SRC-3 ag, S1P3 antagonist, Diaphorase inh, PPARg SRC-1 ag, ROMK primary, TR-FRET SRC-2 ct
- Cc1noc(C)c1CSc1nnc(-c2ccncc2)n1-c1cccc(Cl)c1C
  9, 0.9, 16, 0.8, 0.9, 4, -14, 22, 6, ·, 1689
- CC(C)CNC(=S)NC(=O)c1ccccc1Cl
  4, 1, -5, 0.9, 0.9, -1, 11, 14, -5, ·, 1535
- O=c1c2ccccc2nc(-c2ccc(Cl)cc2Cl)n1O
  -1, 1.3, 0, 1, 1.2, -5, -23, 4, 10, 0.58, 1744
- CN(C)CCNC(=O)CN1C(=O)COc2ccc(C(C)(C)C)cc21
  -6, 1, -1, 0.9, 1.1, 16, ·, 8, 2, ·, 1544
- O=C(NCc1csc(-c2ccccc2)n1)c1ccco1
  9, 0.9, -3, 0.8, 0.9, -11, -12, 17, 2, ·, 1416
- COc1ccc(CNC(=O)Cn2cc([N+](=O)[O-])nc2C)cc1
  -7, 1, 3, 1, 1, -5, ·, 3, 6, 0.036, 1678
- CCOC1=NN(c2ccccc2)C(=O)/C1=C\N(C)C
  0, 1.2, 3, 1.1, 1.2, 3, 1, -11, 7, ·, 1591
- OC1CCN(C(=S)Nc2ccc(Oc3ccccc3)cc2)CC1
  10, 0.9, 2, 0.8, 0.8, -1, 2, 16, 20, 1, 1824
- COc1cc(C2=NC(CO)(CO)CO2)cc(OC)c1OC
  24, 1.1, -10, 0.9, 1, 8, -16, 5, 5, -0.47, 1709
- CCOC(=O)C1CCN(C(=O)c2c(-c3ccccc3)noc2C)CC1
  8, 0.9, 3, 0.9, 0.9, 2, -1, 9, -12, 0.037, 1336

(list continues)
Every second line gives: G6PDH counter, PMI act satM6P, PPARg SRC-2 ag, Diaphorase act, PMI activator, PPARg SRC-3 ag, S1P3 antagonist, Diaphorase inh, PPARg SRC-1 ag, ROMK primary, TR-FRET SRC-2 ct
- O=C(COc1ccccc1)NNc1nc2c(F)cc(F)cc2s1
  1, 1, 6, 0.9, 1, 3, -42, 8, 8, 0.061, 1523
- COCCn1c(N)c(C(=O)Nc2sc3c(c2C(=O)OC)CCCC3)c2nc3ccccc3nc21
  -36, 0.9, 1, 0.8, 0.8, 4, 4, 22, -2, ·, 1553
- O=C(NCc1nc2ccccc2[nH]1)c1c(F)c(F)c(F)c(F)c1F
  9, 1, 5, 0.9, 0.9, 1, -29, 5, -4, 0.24, 1567
- NNC(=O)CSc1cccc2cccnc12
  -5, 0.9, 1, 1, 1, 7, 2, 0, 2, 0.53, 1542
- CCOC(=O)Cn1nnc(-c2cc(OC)c(OC)c(OC)c2)n1
  -4, 1, 3, 0.9, 1, 4, -16, 8, 6, -0.61, 1621
- COc1ccc(Nc2nc(C)cc(=O)[nH]2)c(OC)c1
  11, 1, 15, 0.9, 0.9, 7, ·, 8, -1, -0.16, 1541
- CN(Cc1nc2ccccc2n1C)S(=O)(=O)c1ccc(F)cc1
  -11, 1, 2, 0.9, 1, 7, -28, 6, 8, ·, 1571
- Cc1ccc(CNC(=O)C2CCN(S(=O)(=O)N3CCC4(CC3)OCCO4)CC2)cc1
  1, 1, 4, 0.8, 1, 1, -6, 16, 2, -0.25, 1739
- O=C(Cn1cnc2ccccc2c1=O)NCCC(=O)Nc1ccc2c(c1)OCO2
  -3, 1, -1, 1, 1, 3, -1, 4, 6, 0.92, 1585
- COc1ccc(C(=O)/C=C2/Sc3cc4c(cc3N2C)OCO4)cc1
  -28, 0.9, 6, 0.9, 0.9, 5, -18, 13, 17, ·, 1688

Next entries follow:
Every second line gives: G6PDH counter, PMI act satM6P, PPARg SRC-2 ag, Diaphorase act, PMI activator, PPARg SRC-3 ag, S1P3 antagonist, Diaphorase inh, PPARg SRC-1 ag, ROMK primary, TR-FRET SRC-2 ct
- COc1cc(S(=O)(=O)NC2CCCCC2C)ccc1Cl (stereo not given)
  -10, 0.8, -2, 0.8, 0.8, -1, 5, 18, -4, -1.5, 1455
- CCC(C)C(NC(=O)OC(C)(C)C)C(=O)NC(Cc1ccccc1)C(=O)OC (stereo not given)
  6, 1, -3, 1, 1.1, 2, ·, 2, 0, 0.051, 1448
- CC(C)CC(=O)N1CCN(C(=O)CCC2CCCC2)CC1
  5, 0.9, 5, 0.9, 0.9, 7, 14, 14, 14, ·, 1657
- CN(C)CCNc1nc2c(c(=O)[nH]c(=O)n2C)n1CCCc1ccccc1
  3, 1, -7, 0.8, 1, -7, -25, 18, 6, ·, 1520
- COc1ccc(CCNC(=O)CSCc2ccc([N+](=O)[O-])cc2)cc1OC
  7, 1, -2, 0.9, 1, 6, 3, 6, 2, -0.19, 1483
- C=CCn1c(Cc2cccs2)nnc1SCC(=O)c1cccc(Br)c1
  5, 1.1, -8, 0.8, 1.1, 7, -64, 17, -1, ·, 1607
- Cc1c(C(=O)N2CCC(Cc3ccccc3)CC2)cccc1[N+](=O)[O-]
  10, ·, 4, ·, ·, -3, 9, ·, -3, -0.53, 1430
- Cc1nc2c(N=Nc3ccccc3F)c(N)nn2c(N)c1C#N
  8, 1.1, 3, 1.1, 1, 3, -1, -7, 2, -0.76, 1607
- Cc1ccccc1C(=O)N1CCN(c2ccc(NC(=O)c3ccc4c(c3)OCO4)cc2)CC1
  7, 0.9, 5, 0.7, 0.8, 4, 30*, 33, 9, -0.62, 1461
